Compound activity deposited in PubChem BioAssay by Fisher Drug Discovery Resource Center.
mcGAS inh – blocks mouse cGAS activity. recombinant cGAS, Kinase-Glo ATP depletion luminescence. 0.15% of 160,000 active. AID 1259399. Q8C6L5. inhibition, % at 12.5 µM;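 further: 0% = negative control wells and 100% = reference inhibitor with no enzyme activity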
NPYLR7 agonist – mosquito NPYLR7 agonism; activation, % at 10 µM; HEK293T NPYLR7/Galpha15, GCaMP6s calcium fluorescence; AID 1259423; 0.15% of 270,000 active; in the data active means activation above about 40%;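 further: 0% = vehicle and 100% = reference agonist at the receptor; some compounds past the cut are filed as inactive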
hcGAS lum – blocks human cGAS activity; inhibition, % at 12.5 µM; recombinant h-cGAS, ATP depletion, Kinase-Glo luminescence; 0.081% of 290,000 active; AID 1259398; Q8N884;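 further: 0% = vehicle reaction and 100% = reaction without DNA for no activity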
Target sequence (Q8N884 whole entry, looked up): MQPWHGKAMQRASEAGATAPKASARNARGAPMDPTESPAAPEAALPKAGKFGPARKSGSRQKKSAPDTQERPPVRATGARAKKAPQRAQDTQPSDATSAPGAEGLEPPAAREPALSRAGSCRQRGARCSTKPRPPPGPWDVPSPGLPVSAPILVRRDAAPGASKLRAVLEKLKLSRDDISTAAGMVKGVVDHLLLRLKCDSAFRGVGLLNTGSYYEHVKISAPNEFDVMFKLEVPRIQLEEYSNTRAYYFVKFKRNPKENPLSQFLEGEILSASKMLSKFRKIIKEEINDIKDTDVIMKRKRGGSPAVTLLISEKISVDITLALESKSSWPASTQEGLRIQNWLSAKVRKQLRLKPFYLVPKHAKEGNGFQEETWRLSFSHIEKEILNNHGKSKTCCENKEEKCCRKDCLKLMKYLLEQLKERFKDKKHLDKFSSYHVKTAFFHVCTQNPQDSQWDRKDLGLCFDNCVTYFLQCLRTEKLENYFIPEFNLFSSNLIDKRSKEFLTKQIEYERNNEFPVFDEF
* marks the source's active call; other numbers are inactive results; x = no result given; & = joins results of further samples. Unless noted, no stated cut-off is given here; in the data, active means inhibition above about 40%; inactive means the rest.

SMILES	mcGAS inh	NPYLR7 agonist	hcGAS lum
CCc1sc(-c2nnc(CN3CCNC(=O)C3)o2)cc1C	x	4	-3
Cc1cc(COc2ccccc2)oc1C(=O)N1CC(n2cccn2)C1	-10	24	-3
Cc1ccc(CN(Cc2ccc(F)cc2)C(=O)CN(Cc2ccco2)C(=O)Nc2ccccc2)s1	2	1	2
Cc1nc(C2CCCN(C(=O)c3cn(CC(N)=O)nn3)C2)sc1C (stereo not given)	x	8	-8
CN1CCC2(CC1)N=C(c1ccc(F)cc1)C(=S)N2C(=O)c1cccc(F)c1	1	1	-3
Cc1cccc(C(=O)NC(C(=O)N2CCCC2)C2CCN(C(=O)c3ccc(F)cc3)CC2)c1 (stereo not given)	-3	-3	-4
Cc1ccc(NC2CCN(C(=O)c3c(C)nn(C)c3Cl)CC2)nn1	-5	7	-9
CC1=CC(=O)OC2C=C(OCCCCCCOC3=CC4OC(=O)C=C(C)C4C=C3)C=CC12 (stereo not given)	x	-6	-7
COc1ccc(N2CCN(Cn3nnn(-c4ccc(OC)cc4)c3=S)CC2)cc1	x	1	-4
Nc1c(NCC2CCCO2)c(=O)[nH]c(=O)n1Cc1ccccc1 (stereo not given)	x	1	-3
CC(C)OCC(O)CN(Cc1cccc(Cl)c1)CC1CC(c2ccc(F)cc2)=NO1 (stereo not given)	-8	-2	-9
CCc1cc2c(=O)n(Cc3ccco3)c(SCC(=O)NC3CCCC3)nc2s1	1	0	-2
O=C(COc1cc(Cl)ccc1Cl)NC(=O)Cc1ccccc1	-17	14	-11
CC(=O)c1sc(=Nc2ccc(C)c(C)c2)n(CCCO)c1C	-7	-3	-2
CN(C1CCCCC1)S(=O)(=O)c1ccc(Br)cc1Cl	x	0	-6
O=C(Cn1ccnc1)N1CCOC(COCc2cccc(C(F)(F)F)c2)C1 (stereo not given)	-6	25	-6
O=C1N(CCc2ccccc2)C[C@@H]2C[C@@H](c3cccc4cnccc34)N3CCC[C@@]123	x	0	-9
COc1cccc(-n2c(O)c(C=Nc3cc(OC)ccc3OC)c3ccccc3c2=O)c1	-6	52*	-3
CCCCCCCCCCCCCCCC[N+](C)(C)C	x	-3&3	1&-1
CC(C)(O)C#Cc1ccc(C(=O)N2CCCC(C(=O)c3ccc4c(c3)OCO4)C2)o1 (stereo not given)	x	4	-7
COc1ccc2nc(N3CCCCC3)[nH]c2c1	x	0	-12
N=C1SCC(=O)N1c1ncc(Cc2ccc(Cl)cc2Cl)s1	x	3	-6
Cc1ccc(Nc2nccc(N(C)c3ccc4c(C)n(C)nc4c3)n2)cc1S(N)(=O)=O	-11&-10	0&-11	-5&-7
CSc1ccc(NC(=O)CN(C)Cc2ccc3c(c2)OCO3)cc1	x	14	-17
Cc1cc(C)c(-c2csc(NC(=O)c3ccccn3)n2)c(C)c1	-1	2	5
O=c1[nH]c(CCl)nc2sc3c(c12)CCCC3	x	18	2
COc1ccc(CN(Cc2ccco2)C(=O)C2CCC2)cc1OS(=O)(=O)c1ccc(NC(C)=O)cc1	1	1	6
O=C(Cc1c(F)cccc1F)N1CCOC(COCc2cccc(C(F)(F)F)c2)C1 (stereo not given)	x	18	-7
Cn1cnc(S(=O)(=O)N2CCC(n3cncn3)CC2)c1Cl	-16	15	-7
CC(C)Cc1nc(-c2ccc(CN3CCN(C(=O)c4cccc(F)c4F)CC3)cc2)no1	-6	4	-3
CN(CCc1cnn(C)c1)C(=O)c1cc(NC(=O)c2ccccc2)cc2ncn(C3CCCC3)c12	-13	14	-10
Cc1cccc(-c2nnc(NC(=O)C(NC(=O)c3cc(C(F)(F)F)cc(C(F)(F)F)c3)C(C)C)s2)c1 (stereo not given)	-2	-1	-1
COC(=O)c1cc(Cl)c2c(c1)CC(CNC(=O)c1cc(OC)cc(OC)c1)O2 (stereo not given)	2	x	3
COCCn1c(CO)nnc1C1CC(Nc2nc(N(C)C)ns2)C1 (stereo not given)	-7	x	-9
O=C(c1cnc(NCC(O)c2ccc(F)cc2)c(Cl)c1)N1CCOCC1 (stereo not given)	x	3	0
COC(=O)C1C(c2ccccc2)C(C(=O)OC)S(=O)(=O)CS1(=O)=O (stereo not given)	x	3	-13
CCCCC(=O)Oc1cc(C)[nH]c(=O)c1[N+](=O)[O-]	-7	1	-2
O=S(=O)(Nc1ncccn1)c1ccc(NC(=S)Nc2cccnc2)cc1	x	5	-5
Oc1ccc(/C=C/c2ccc(/C=C/c3ccc(O)cc3)c(Br)c2)cc1	-3	2	4
COc1ccc(-n2nc(C(=O)NCc3cccnc3)c(=O)n(Cc3cccc(F)c3)c2=O)cc1OC	-4	-5	-6
O=C1C2CC=CCC2C(=O)N1CCc1ccccc1Cl (stereo not given)	2	1	-12
CC(C)(C)CC(=O)N(Cc1ccccc1OS(C)(=O)=O)C1CC1	1	-10	-3
COc1cc(=O)n(-c2ccccc2C)nc1C(=O)Nc1ccccc1F	x	5	-10
COc1ccc(NC(=O)c2c(C)oc(C)c2-c2ccc(C)cc2)cc1Cl	0	8	0
CCOc1ccccc1C1c2[nH]c3ccccc3c2CCN1C(=O)c1nc2ncccn2n1 (stereo not given)	-4	1&-4	-8&0
CCOC(=O)C1CCCN(C(=O)c2nn(-c3ccc(Cl)cc3)c(=O)n(Cc3ccc(C(F)(F)F)cc3)c2=O)C1 (stereo not given)	-5	14	-5
Cc1cc(=O)[nH]c(NN=Cc2cc(C)c(C=NNc3nc(C)cc(=O)[nH]3)cc2C)n1	-4	3	-3
O=C(Cn1nnnc1-c1ccccc1F)Nc1ccc(N2CCOCC2)cc1	-17	0	-10
CC(C)Nc1ncccc1C(=O)NC1CCN(Cc2ccccc2)C1 (stereo not given)	-4	-6	-2
COc1cccc2cc(-c3nnc(Nc4cccc(C(F)(F)F)c4)s3)c(=O)oc12	x	-2	1
CCCN1CCCN(c2ccnc(C(=O)NCc3ccncc3)c2)CC1	x	7	-4
CC(C)(C)c1cc2nc(-c3ccccc3)cc(C(=O)N3CCOCC3)n2n1	-4	6	-4
COCCO[C@H]1[C@H](NC(=O)C(C)C)c2ccccc2C12CCN(C(=O)[C@@H](O)c1ccccc1)CC2	-8	3	-4
COc1ccccc1-c1cnc(NC(C)=O)cn1	x	2	-15
Cc1cc(C)cc(N2C(=O)CC(C3CCCC=C3N3CCOCC3)C2=O)c1 (stereo not given)	-8	4	-5
CCOC(=O)c1nc2ccccc2nc1N1CCN(C(=O)CCc2ccccc2)CC1	-8	x	-5
FC(F)(F)c1cccc(CCNc2nncc(-c3ccccc3)n2)c1	x	3	-7
O=C(c1ccc(N2[C@@H]3CC[C@H]2CNC3)nc1)N1CCC(N2CCOCC2)CC1	-9	0	-6
COc1ccc(S(=O)(=O)N(C(=O)c2cccnc2)c2cc3sc(=O)oc3c3ccccc23)cc1	-3	3	-19
Cc1cnc(SCCN2CCOCC2)nc1C1CCCN(C(=O)c2ccc3cc[nH]c3c2)C1 (stereo not given)	-7	7	-1

Additional structures.
SMILES	mcGAS inh	NPYLR7 agonist	hcGAS lum
CCOC(=O)C1CCN(C(=O)c2coc(CN(CCc3c[nH]c4ccccc34)Cc3ccccc3Cl)n2)CC1	-5	15	-6
COc1ccccc1CCNC(=O)CN1CN(c2ccccc2)C2(CCN(C(=O)Nc3cccc(F)c3)CC2)C1=O	-4	24	-5
CCOC(=O)CCCC(=O)N1CCN(c2ncccc2C(=O)NCc2ccc3c(c2)OCO3)CC1	-5	20	-3
COC(=O)c1cc(C)cc(N2CCCC2)c1C(=O)OC	x	-6	-8
OCc1nccn1-c1ccc(C(F)(F)F)cn1	-2	-2	2
Cc1ccc(S(=O)(=O)CCC(=O)N(CCN(C)C)c2nc3c(C)cc(C)cc3s2)cc1	-7	1	-4
CC(C)(CNCc1ccn[nH]1)c1ccccc1	x	-1	-16
c1cc(CNCc2ccncc2)ccn1	x	-10	-3
COc1ccc(/C=C/C(=O)NCC(=O)N=Nc2c(O)n(Cc3ccccc3)c3ccccc23)cc1	-6	1	-4
Cc1cccc(-n2nc(C(=O)NCCN3CCOCC3)c(=O)n(Cc3ccccc3)c2=O)c1	-5	12	-5
O=C(c1ccc(Cl)cc1)N1CCOC(c2ccccc2)C1 (stereo not given)	x	20	-4
C#CCNC(=O)CCc1nnc(Cc2ccccc2OC)[nH]c1=O	0	x	-1
COc1cc(C2Sc3ccccc3N=C3COC(=O)C32)cc(OC)c1OC (stereo not given)	x	-1	6
C=CCOC(=O)c1sc(N2C(=O)C(=O)C(=C(O)c3ccc(F)cc3)C2c2cccs2)nc1C (stereo not given)	-6	1	-2
O=C(O)c1ccccc1C(=O)Nc1nccs1	-1	5	5
COc1ccc(C2c3cccn3CCCN2Cc2cc(C)cc(C)c2)c(OC)c1 (stereo not given)	x	2	-4
CC(NC1CCN(c2cccc(NC(=O)c3cccc(C(F)(F)F)c3)c2)CC1)c1nccs1 (stereo not given)	-10	16	-10
CCC(=O)Nc1cccc(C(=O)N2CCC(O)(c3ccccc3C)C2)c1 (stereo not given)	x	8	-8
COc1ccc(N2CCN(C(=O)c3cc(-c4ccc(Cl)cc4)n(-c4ccc(C)cc4)c3C)CC2)cc1	-4	-6	-6
CCC1(CC)NC(=O)N(CC(=O)Nc2ccc(C)cc2F)C1=O	x	4	-2
Cc1ccc(N=C(Nc2ccccc2)Nc2ccccc2)cc1	-5	-2	-4
COCCN(CC(=O)Nc1nc(CC(=O)N2CCN(c3ccccc3OC)CC2)cs1)C(=O)c1ccco1	-3	8	-5
c1ccc2c(c1)nc1n2CN(C2CCCCC2)CN1	x	-1	5
CCCNC(=O)c1cc(NC(=O)Nc2ccc(SC)cc2)ccc1N1CCCC1	1	-3	0
Cc1noc(C(C)OC(=O)c2cc(C(C)(C)C)on2)n1 (stereo not given)	x	5	-6
Cc1c(C(=O)NN=Cc2ccc(-c3ccccc3[N+](=O)[O-])o2)sc(N)c1C#N	-4	4	-3
O=C(c1ccc(-c2ccccc2)c(F)c1)C1CCCN(C(=O)c2cccnc2)C1 (stereo not given)	-5	3	-5
O=S1(=O)c2ccccc2C2C1C1c3ccccc3S(=O)(=O)C21 (stereo not given)	x	15	-2
CN1C(=O)C(CC(=O)NCCn2cccn2)(Cc2ccccc2)c2ccccc21 (stereo not given)	-14	1	-6
CCOC(=O)C(c1cc(OC)ccc1OC)C1C=CC(NC(=O)c2ccc(OC)cc2OC)C1 (stereo not given)	-6	8	-4
Cc1ccc2c(c1)[C@H]1NCCC(=O)N(C)C[C@H]1CO2	-6	7	-3
CCN(Cc1ccoc1)C(=O)C(c1ccccc1)N1CCCCC1=O (stereo not given)	-16	12	-8
Cc1ncsc1CCC(=O)NCc1noc(-c2cccs2)n1	x	-4	-11
O=C(NNC(=O)C1CC=CCC1)c1cccc(S(=O)(=O)N2CCCC2)c1 (stereo not given)	-5	1	-4
COc1ccc(Nc2cc3c(cn2)nc(-c2ccc(OC)c(OC)c2)n3C)cc1	-5	-1	-4
S=c1[nH]c(-c2ccccc2)c(-c2ccccc2)[nH]1	-10	4	-9
O=C(NC(C(=O)O)c1ccccc1)c1ccoc1 (stereo not given)	x	2	-9
Cc1nn(C)c(C)c1C1CCCN1C(=O)c1ccc(C(N)=O)cn1 (stereo not given)	x	6	-7

Filtered by structure, the entries above with a Cl atom.
SMILES	mcGAS inh	NPYLR7 agonist	hcGAS lum
Cc1ccc(NC2CCN(C(=O)c3c(C)nn(C)c3Cl)CC2)nn1	-5	7	-9
CC(C)OCC(O)CN(Cc1cccc(Cl)c1)CC1CC(c2ccc(F)cc2)=NO1 (stereo not given)	-8	-2	-9
O=C(COc1cc(Cl)ccc1Cl)NC(=O)Cc1ccccc1	-17	14	-11
CN(C1CCCCC1)S(=O)(=O)c1ccc(Br)cc1Cl	x	0	-6
N=C1SCC(=O)N1c1ncc(Cc2ccc(Cl)cc2Cl)s1	x	3	-6
O=c1[nH]c(CCl)nc2sc3c(c12)CCCC3	x	18	2
Cn1cnc(S(=O)(=O)N2CCC(n3cncn3)CC2)c1Cl	-16	15	-7
COC(=O)c1cc(Cl)c2c(c1)CC(CNC(=O)c1cc(OC)cc(OC)c1)O2 (stereo not given)	2	x	3
O=C(c1cnc(NCC(O)c2ccc(F)cc2)c(Cl)c1)N1CCOCC1 (stereo not given)	x	3	0
O=C1C2CC=CCC2C(=O)N1CCc1ccccc1Cl (stereo not given)	2	1	-12
COc1ccc(NC(=O)c2c(C)oc(C)c2-c2ccc(C)cc2)cc1Cl	0	8	0
CCOC(=O)C1CCCN(C(=O)c2nn(-c3ccc(Cl)cc3)c(=O)n(Cc3ccc(C(F)(F)F)cc3)c2=O)C1 (stereo not given)	-5	14	-5
CCOC(=O)C1CCN(C(=O)c2coc(CN(CCc3c[nH]c4ccccc34)Cc3ccccc3Cl)n2)CC1	-5	15	-6
O=C(c1ccc(Cl)cc1)N1CCOC(c2ccccc2)C1 (stereo not given)	x	20	-4
COc1ccc(N2CCN(C(=O)c3cc(-c4ccc(Cl)cc4)n(-c4ccc(C)cc4)c3C)CC2)cc1	-4	-6	-6

Looked up above.
hcGAS lum with `O=C(NNC(=O)C1CC=CCC1)c1cccc(S(=O)(=O)N2CCCC2)c1` (stereo not given) stands at -4
NPYLR7 agonist with `Cc1ncsc1CCC(=O)NCc1noc(-c2cccs2)n1` stands at -4
